Source: PubChem
SDO1 yeast rescue = growth rescue of sdo1-depleted yeast, primary screen, S. cerevisiae, bone marrow failure model. S. cerevisiae sdo1-depleted JHY4D growth rescue, OD600 30 h; active compounds read high; pdr5 snq2 efflux-pump mutant strain. z-score at 10 µM. AID 817, 2007. actives 0.21% (n = 140,000);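 active means z-score above 3 at both the 24 hr and the 30 hr optical density reads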;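 further: z-score against mean and SD of all compound wells on the same plate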
INS promoter inh = inhibitors of insulin promoter-driven GFP, primary screen, imaging, TRM-6 cells (human fetal islet line), eGFP reporter, cell count | reporter expression induced with tamoxifen | inhibition, % at 2 µM | actives 0.9% (n = 130,000);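 active means inhibition above the mean plus 3 SD, with well images judged a real hit on visual review, cut at about 60% in these data, passing the limit was not always enough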
SDO1 yeast rescue Rescue 24 h = second read-out of SDO1 yeast rescue, no call of its own (marks repeat the call); z-score; S. cerevisiae sdo1-depleted JHY4D growth rescue, OD600; measured here: growth rescue at 24 h;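 0 is the plate mean of compound wells and units are plate SD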
* = called active by the depositor; · = not tested or not shown. Not all compounds are listed (hit frequency here may not be typical).

SDO1 yeast rescue	SDO1 yeast rescue Rescue 24 h	INS promoter inh	Structure
-0.24	-1.1	5	CN(C)CCOC(=O)C(c1ccccc1)C1(O)CCCC1 (stereo unspecified)
-0.07	-0.64	-7	COc1ccc(S(=O)(=O)Nc2nnc(CC(C)C)s2)cc1
0.54	0.98	-7	CN1CCN(c2c(F)cc3c(=O)c(C(=O)O)cn4c3c2SCC4)CC1
-0.29	-0.91	41	CN1CCC(=C2c3ccccc3CC(=O)c3sccc32)CC1
0.78	0.13	·	O=C(NCCN1CCOCC1)c1ccc(Cl)cc1
0.17	0.17	14	O=C(O)CCCCCCCC(=O)O
-0.56	-0.91	-50	O=C(c1ccccc1)c1ccc2n1CCC2C(=O)O (stereo unspecified)
-0.12	-0.55	41	CC1(C)Oc2ccc(C#N)cc2[C@@H](N2CCCC2=O)[C@@H]1O
0.84	0.27	-127	Cc1ccsc1/C=C/C1=NCCCN1C
-1.5	-1.1	-232	C[C@]12CC[C@H]3C(=CCc4cc(O)ccc43)[C@@H]1CCC2=O

Six compounds from above, showing only SDO1 yeast rescue and INS promoter inh.
mol	SDO1 yeast rescue	INS promoter inh
CN(C)CCOC(=O)C(c1ccccc1)C1(O)CCCC1 (stereo unspecified)	-0.24	5
COc1ccc(S(=O)(=O)Nc2nnc(CC(C)C)s2)cc1	-0.07	-7
CN1CCN(c2c(F)cc3c(=O)c(C(=O)O)cn4c3c2SCC4)CC1	0.54	-7
CN1CCC(=C2c3ccccc3CC(=O)c3sccc32)CC1	-0.29	41
O=C(NCCN1CCOCC1)c1ccc(Cl)cc1	0.78	·
O=C(O)CCCCCCCC(=O)O	0.17	14

Remaining list, next part:
SDO1 yeast rescue	SDO1 yeast rescue Rescue 24 h	INS promoter inh	Structure
0.76	0.83	43	CCN(CC)CCOC(=O)C(c1ccccc1)c1ccccc1
-1.3	0.26	-4	CN(C)C(=N)N=C(N)N
1.5	1.1	8	CCCc1cc(C(N)=S)ccn1
0.78	1.8	41	O=C1CCc2cc(OCCCCc3nnnn3C3CCCCC3)ccc2N1

Compound profiles, as listed above. Screens in order: SDO1 yeast rescue	SDO1 yeast rescue Rescue 24 h	INS promoter inh
`CN(C)C(=N)N=C(N)N` is entered as -1.3	0.26	-4
`O=C1CCc2cc(OCCCCc3nnnn3C3CCCCC3)ccc2N1` is entered as 0.78	1.8	41
`CCN(CC)CCOC(=O)C(c1ccccc1)c1ccccc1` is entered as 0.76	0.83	43
